Bioassay records from PubChem BioAssay.
LYP inh 2: blocks human PTPN22 phosphatase activity; recombinant LYP catalytic domain, DiFMUP fluorescence; hit rate 0.21% among 96,000; inhibition, % at 2 µM; AID 640; Q9Y2R2;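 active = inhibition at 2 µM at or above a set limit, the screen mean plus 3 SD, cut at about 24% in these data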;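 note: 0% = DMSO with enzyme and 100% = enzyme fully blocked by orthovanadate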
PLK1 PBD inh: inhibitors of human Plk1 polo box domain binding. Plk1 PBD phosphopeptide binding, fluorescence polarization. inhibition, %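 (tested at about 20 µM)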. hit rate 0.13% among 97,000. AID 693; in the data active = inhibition above about 34%, passing the limit was not always enough
Target sequence (P53350 whole entry, looked up, the tested form may be a part): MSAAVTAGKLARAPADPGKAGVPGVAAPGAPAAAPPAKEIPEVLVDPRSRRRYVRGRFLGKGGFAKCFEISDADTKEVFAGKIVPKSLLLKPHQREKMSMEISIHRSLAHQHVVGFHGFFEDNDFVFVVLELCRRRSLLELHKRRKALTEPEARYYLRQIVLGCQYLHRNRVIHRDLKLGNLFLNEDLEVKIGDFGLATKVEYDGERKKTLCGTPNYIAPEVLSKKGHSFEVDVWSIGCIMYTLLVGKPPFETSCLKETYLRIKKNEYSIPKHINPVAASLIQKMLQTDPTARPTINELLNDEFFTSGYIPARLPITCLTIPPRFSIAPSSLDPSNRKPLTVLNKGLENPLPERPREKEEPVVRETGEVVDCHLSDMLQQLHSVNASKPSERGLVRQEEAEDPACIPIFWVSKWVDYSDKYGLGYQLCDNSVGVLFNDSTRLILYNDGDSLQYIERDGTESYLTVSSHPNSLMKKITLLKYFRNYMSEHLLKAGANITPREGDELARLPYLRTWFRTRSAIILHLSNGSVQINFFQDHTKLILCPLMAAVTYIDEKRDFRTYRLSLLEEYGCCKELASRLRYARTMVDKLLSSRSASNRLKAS
Calb biofilm kill: kills Candida albicans biofilms; hit rate 0.14% among 85,000; C. albicans biofilm + clotrimazole, Alamar Blue; AID 834; inhibition, % at 6 µM;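 active = inhibition above 20%; inactive = inhibition below 20%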;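 note: preformed 24 hr biofilms exposed to compound for 48 hr; 0% = biofilm without compound and 100% = blank killed by clotrimazole plus chlorhexidine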
CYP2C9 act: increases human cytochrome P450 2C9 activity; hit rate 1.4% among 96,000; P11712; recombinant CYP2C9, luciferin-H conversion, luminescence; stronger effect = higher value; factor 1 = untreated enzyme, 0 = blocked; activation factor at 5 µM;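 active = activation factor of 2 or more for CYP2C9 at a 5 µM dose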;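 note: 0 = sulfaphenazole-blocked wells and 1 = vehicle-only wells; values of inactives mirror those of a sister screen read the other way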
Target sequence (P11712 whole entry, looked up): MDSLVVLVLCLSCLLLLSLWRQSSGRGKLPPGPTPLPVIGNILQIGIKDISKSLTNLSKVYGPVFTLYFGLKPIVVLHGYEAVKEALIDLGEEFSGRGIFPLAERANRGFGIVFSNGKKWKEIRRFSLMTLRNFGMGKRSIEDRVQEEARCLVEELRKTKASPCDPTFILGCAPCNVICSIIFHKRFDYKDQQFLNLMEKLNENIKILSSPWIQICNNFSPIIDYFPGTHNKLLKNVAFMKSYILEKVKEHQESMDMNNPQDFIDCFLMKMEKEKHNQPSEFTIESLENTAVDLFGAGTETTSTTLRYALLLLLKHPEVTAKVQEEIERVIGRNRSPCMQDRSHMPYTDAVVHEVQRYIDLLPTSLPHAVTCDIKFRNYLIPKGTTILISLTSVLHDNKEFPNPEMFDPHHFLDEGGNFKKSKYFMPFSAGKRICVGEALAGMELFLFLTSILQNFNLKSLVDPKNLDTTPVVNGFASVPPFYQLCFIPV
PTPN22 act: LYP (human) phosphatase activation; activation, % at 2 µM; AID 697; recombinant LYP, DiFMUP fluorescence; 0 = plate median, 100 = signal doubled; hit rate 0.11% among 96,000; Q9Y2R2;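 active = activation at 2 µM above a set limit, the mean plus 5 SD, cut at about 37% in these data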
CYP2C9 inhib: human CYP2C9 inhibition; inhibition, % at 5 µM; AID 777; P11712; CYP2C9 Supersomes, luciferin-H conversion, luminescence; hit rate 20% among 96,000;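 active = blocking of liver enzyme CYP2C9 beyond about 50% at 5 µM, limit read from the data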; note: values of inactives mirror those of a sister screen read the other way
PLK1 kinase inh: PLK1 (human) kinase inhibition. inhibition, % at 10 µM. P53350. hit rate 0.53% among 97,000. recombinant PLK1 kinase, TR-FRET peptide phosphorylation;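 active = inhibition of 50% or more in the single-concentration screen; inactive = inhibition below 50%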;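 note: 0% = DMSO max control and 100% = H-89 dihydrochloride min control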
EphB4 ephrin blk: blocks human EphB4 binding to ephrin-B2. P54760. EphB4 LBD / TNYL-RAW-Alexa532 peptide, fluorescence polarization. inhibition, % at 7 µM. hit rate 0.15% among 97,000;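 active = inhibition above the screen-wide mean inhibition plus 3 SD, cut at about 15% in these data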;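 note: 0% = DMSO wells and 100% = excess unlabeled TNYL-RAW peptide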
HIV Rev-RRE inh: inhibitors of HIV-1 Rev-RRE RNA interaction | P05866 | inhibition, % at 8 µM | hit rate 0.79% among 97,000 | Rev peptide-RRE RNA binding, FRET;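 active = inhibition above the screen-wide mean plus 3 SD, cut at about 35% in these data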;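 note: 0% = median DMSO wells and 100% = median Neomycin B control wells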
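Test system: Cy5-tagged RRE RNA duplex with fluorescein-tagged Rev peptide; Probe or stimulus: labelled Rev peptide; Schedule: 5 min preincubation and 15 min binding, 25 °C; Signal: FRET fluorescence readout; Evaluation: % inhibition from 671/540 nm acceptor-to-donor ratio, scaled between controls; Control set: DMSO and neomycin B.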
Starred values were filed as active, the others as inactive; . = not tested or not shown. Compounds as they come. About 20% of those tested had a hit in this group.

SMILES	LYP inh 2	PLK1 PBD inh	Calb biofilm kill	CYP2C9 act	PTPN22 act	CYP2C9 inhib	PLK1 kinase inh	EphB4 ephrin blk	HIV Rev-RRE inh
c1ccc(OCc2nn3c(-c4ccco4)nnc3s2)cc1	2	8	9	0.5	-3	49	-5	0	6
CCOc1cc(CN2CCN(c3cccc(C(F)(F)F)c3)CC2)ccc1O	9	-8	11	0.6	-10	41	-13	-4	7
CCCCc1cc(=O)oc2cc(C)cc(O)c12	4	-8	1	0.3	-4	68*	-12	-6	8
COCCn1c(SCCCC(=O)c2ccc(Br)cc2)nnc1-c1ccncc1	-9	7	4	0.2	5	85*	-15	-3	2
O=C(c1nsc(Cl)c1Cl)N1CCCCC1	6	-1	6	1	-7	-4	0	2	5
O=C(Nc1cccc2c1CCCC2)c1ccc(Br)o1	-18	-12	3	1.1	16	-6	-7	-5	3
O=C(O)c1ccc(-n2nnnc2Oc2ccccc2C(=O)N2CCOCC2)cc1	-1	-18	2	1.3	0	-25	-12	-1	6
CC(=O)C1=C(O)C(=O)N(c2cccnc2)C1c1ccc(Cl)cc1 (stereo not drawn)	-4	4	4	0.8	1	24	-17	-4	4
O=C(NCCCN1CCOCC1)C1CCC(=O)N1CCc1ccccc1 (stereo not drawn)	-11	-5	7	1	8	-3	-15	-4	4
COc1ccc(NC(=O)C2CCC(N3C(=O)C4C5C=CC(C5)C4C3=O)CC2)cc1 (stereo not drawn)	1	-34	4	0.8	0	21	-14	2	-4
Cc1ccc2c(c1)-c1c(ssc1=S)C(C)(C)N2C(=O)c1ccco1	12	-5	-3	.	-12	.	-9	3	1
Cc1ccc2[nH]c3c(NCCCN4CCCC4=O)ncnc3c2c1	-3	-9	.	1	2	-2	-4	-5	2
CCS(=O)(=O)CCSc1nc(C)cc(C)n1	1	24	-3	0.9	-3	6	-5	-3	3
CCOC(=O)C1=C(C)OC(N)=C(C#N)C1c1ccc(C)o1 (stereo not drawn)	-8	-4	1	0.4	8	58*	-17	12	10
CNC(=O)CCSc1ccc(C)cc1	-15	-4	3	.	7	.	-10	1	6
COCC(C)NC(=O)C1CC(=O)N(c2ccc(C)cc2)C1 (stereo not drawn)	1	15	7	1	-2	-2	-11	10	10
COc1ccc(-c2nnc(SCC(=O)NCc3ccco3)n2C)cc1	4	24	6	0.9	-6	7	-6	2	2
O=C1CC(c2ccccc2)CC(O)=C1C=NCC1CCCO1 (stereo not drawn)	-8	-15	10	1.1	5	-13	-16	-3	6
COc1cc(C(=S)N2CCCCC2)ccc1O	-10	-4	.	0.6	12	41	-3	-2	7
Cc1cc([N+](=O)[O-])nn1CC(=O)NNC(=S)Nc1ccc(Cl)cc1	14	3	.	0.7	-10	25	9	-9	0
Nc1c2c(nc3ccc(Br)cc13)N(c1ccccc1)CC2	3	21	-2	0.1	-3	87*	39	-3	19
O=c1c2c(nc3n1CCCCC3)sc1c(O)cccc12	-3	-29	3	0.3	2	71*	-3	-7	-4
Cn1c(NCc2cccc(Br)c2)nc2ccccc21	-7	-12	3	0.7	5	31	3	0	4
CN1C(=S)SC(N(O)C(=O)NC2CCCCC2)C1(C)C (stereo not drawn)	-9	1	7	0.8	7	24	-10	-2	5
COc1cccc2cc(-c3nnc(SCC(=O)Nc4cc(C(F)(F)F)ccc4Cl)n3N)oc12	14	10	9	0.8	-10	15	-10	4	0
O=C(c1ccccc1)c1ccccc1C(=O)N1CCCC1	-2	-8	-4	0.9	2	10	-7	-1	0
CCCOc1ccc(C(=O)NC(=S)Nc2nc3ccccc3s2)cc1	9	17	.	0.8	-5	17	-4	3	9
CC1CC(C)CN(S(=O)(=O)c2cccc(C(=O)OCCN3CCCC3=O)c2)C1 (stereo not drawn)	2	-25	1	1	-2	-4	-6	-3	6
O=c1[nH]ncc2c3ccccc3n(Cc3ccccc3F)c12	-5	-24	.	0.9	3	6	-3	-4	5
O=C1CC(c2ccccc2)c2ccc(O)cc2O1 (stereo not drawn)	3	-7	-4	0.5	-2	54*	3	-5	10
CCOC(=O)/C(C#N)=C/c1ccc(OCC(=O)Nc2cc(C)ccc2C)c(OC)c1	3	28	.	0.7	3	28	-8	1	5
Cc1ccc(SCc2noc(C(=O)NC(C)C)c2C(=O)O)cc1C	-3	0	.	0.2	7	80*	-6	4	-1
CCn1c(=O)cc(OCC(=O)Nc2ccccc2N2CCN(C)CC2)c2ccccc21	0	5	6	0.8	-3	24	0	6	13
COc1cc(C(c2c(C)[nH][nH]c2=O)c2c(C)[nH][nH]c2=O)ccc1OC(=O)c1cccc([N+](=O)[O-])c1	-4	-4	.	0.7	8	34	0	8	-4
Cc1ccc(S(=O)(=O)N2CCCC2C(=O)Nc2cc(C)on2)cc1 (stereo not drawn)	0	-4	10	1.4	1	-39	-23	6	8
COc1ccccc1CN(Cc1nc2ccccc2c(=O)[nH]1)S(=O)(=O)c1ccc2ccccc2c1	3	2	0	.	-2	.	-12	8	12
Cc1cc(=O)oc2c(CN3CCC(C)CC3)c(O)c(Cl)cc12	-10	0	1	1.3	11	-28	-18	-3	20
Cc1nc2c(C(=O)NCCC3=CCCCC3)c[nH]n2c(=O)c1Cl	12	-36	.	0.4	-14	56*	8	4	5
CCOc1cccc(Oc2ccc(C(F)(F)F)cn2)c1	-8	-2	6	1.1	6	-11	-11	1	3
Cc1ccc(C(=O)C(NC(=O)c2ccco2)N2CCOCC2)cc1 (stereo not drawn)	-4	-21	-2	0.9	4	8	-15	-3	3
CCN(CC)CCNC(=O)Cn1nc(-c2ccccc2)c2ccccc2c1=O	-6	-22	8	1	4	1	3	9	-1
Fc1cccc(Nc2cc(-n3cccn3)ncn2)c1	0	-11	1	.	1	.	2	5	-1
Cc1cccc(NC(=O)Cn2nnc(-c3cccs3)n2)c1C	-2	-1	6	1	0	3	-18	10	6
CN(C)c1nc(N)nc(Cn2ccnc2)n1	4	-4	-6	1.1	-4	-6	-7	6	14
O=C(CCCN=C1NS(=O)(=O)c2ccccc21)OCC(=O)N1CCc2ccccc21	-17	7	9	0.7	16	31	-8	-3	2
O=C(c1ccc(Cl)c(F)c1F)N1CCOCC1	-2	3	9	1.1	-1	-13	10	1	4
O=C(c1cc(-c2ccco2)on1)N1CCc2ccccc2C1	7	-6	7	1	-9	-1	-11	-2	5
N=c1c2c(n(Cc3ccc(Cl)cc3)c3c1CCC3)CCC2	1	20	6	1	2	-1	-8	2	-3
Cc1c(NC(=O)CSc2nnc3c4ccccc4n(CCc4ccccc4)c3n2)c(=O)n(-c2ccccc2)n1C	6	6	.	0.7	-2	33	-9	3	10
COC(=O)[C@H](Cc1ccccc1)NC(=O)NCc1ccccc1OC	-4	16	4	0.7	4	33	-9	-5	2
Cc1cc(C)n(S(=O)(=O)c2ccc3ccccc3c2)n1	-14	6	-4	2.3*	12	-133	-8	-5	3
Cn1c(=O)c2c(ncn2CC(O)CNc2ccc(Cl)cc2)n(C)c1=O (stereo not drawn)	11	-13	-4	1	-8	-2	5	5	1
CCCS(=O)(=O)N1CCN(S(=O)(=O)c2ccc(F)cc2)CC1	-5	-9	0	.	1	.	-2	1	7
CCN(C(=O)c1cn(C)c(=O)c2cc(OC)c(OC)cc12)c1cc(OC)ccc1OC	-6	-5	0	1	4	-2	-13	-6	-1
CCC(C)(C)n1nnnc1CN(Cc1cc2cc(OC)ccc2[nH]c1=O)C1CCCC1	-7	24	1	0.7	8	32	-11	-4	6
CC1(C)CC(=O)C(C=NCCc2ccccn2)=C(O)C1	5	8	3	1.1	-6	-6	-6	7	7
COc1ccccc1N1CCN(C(=O)CCc2ccc(S(=O)(=O)NC(C)C)cc2)CC1	12	-1	.	0.7	-14	33	-4	1	0
CN1C(=O)/C(=C2\SC(=S)N(CC3CCCO3)C2=O)c2ccccc21 (stereo not drawn)	-1	13	-1	0.6	-2	40	2	1	0
Cc1cccc(OCCC(=O)OCC(=O)N2CCc3ccccc32)c1	-3	-2	6	1.5	7	-45	-6	6	14
Cc1nc(NC2=NCN(CCN3CCOCC3)CN2)nc2c(C)cccc12	-33	7	6	.	32	.	32	0	3
Next results follow:
SMILES	LYP inh 2	PLK1 PBD inh	Calb biofilm kill	CYP2C9 act	PTPN22 act	CYP2C9 inhib	PLK1 kinase inh	EphB4 ephrin blk	HIV Rev-RRE inh
CCOC(=O)Cn1c(=O)oc2cc(S(=O)(=O)Nc3c(C)cc(C)cc3C)ccc21	0	-23	-18	0.8	0	18	9	-6	22
COc1ccc(-c2nn(-c3ccccc3)cc2CO)cc1	8	-6	7	0.6	-7	35	5	4	7
O=C(CSc1nnc(Cc2ccccc2)o1)N1CCOCC1	-7	-5	3	1	7	-5	3	0	0
Cc1ccc(S(=O)(=O)c2nc(NCCN(C)C)sc2Cl)cc1	12	10	6	1.4	-9	-36	-9	6	4
Cc1ccc2[nH]c(=O)c(CN(CCO)C(=O)N(C)C)cc2c1	-6	-7	-1	.	7	.	1	-3	4
CCCS(=O)(=O)N1CCC(C(=O)NCCc2ccccc2)CC1	-5	5	.	0.8	3	21	6	-11	1
CC(C)(C)c1ccc(/C=C/C(=O)N2CCc3ccccc3C2)cc1	13	-22	.	.	-11	.	-5	-6	10
O=C(NN=C1CCCCCCC1)c1ccccn1	3	-2	5	1	0	-1	-2	4	8
CNCc1cc2ccc(C)cc2[nH]c1=O	-6	2	7	0.9	4	8	-13	-2	8
CCOC(=O)Nc1nc(-c2ccccc2)c(C(=O)c2ccccc2)s1	0	-5	.	0.7	0	30	-1	-2	0
C=CCNC(=O)CCCCC(=O)NCC=C	0	8	13	0.9	2	8	-4	-5	0
CCOC(=O)N1CCN(c2ccccc2O)CC1	8	-5	.	0.7	-6	27	-5	2	-2
O=C(Nc1nc2ccc(S(=O)(=O)N3CCCCC3)cc2s1)C1CCCO1 (stereo not drawn)	-1	-17	1	0.2	-3	77*	-10	-2	0
COc1ccc(C)cc1S(=O)(=O)N(C)CC(=O)NCc1ccco1	-3	15	8	0.5	0	51*	-11	2	3
COc1ccc(C2C(C(=O)Nc3cccc(C)n3)c3ccccc3C(=O)N2C)cc1 (stereo not drawn)	-5	-1	4	0.6	6	43	-1	-10	-5

The last two records of the section before lead into the next:
SMILES	LYP inh 2	PLK1 PBD inh	Calb biofilm kill	CYP2C9 act	PTPN22 act	CYP2C9 inhib	PLK1 kinase inh	EphB4 ephrin blk	HIV Rev-RRE inh
COc1ccc(C)cc1S(=O)(=O)N(C)CC(=O)NCc1ccco1	-3	15	8	0.5	0	51*	-11	2	3
COc1ccc(C2C(C(=O)Nc3cccc(C)n3)c3ccccc3C(=O)N2C)cc1 (stereo not drawn)	-5	-1	4	0.6	6	43	-1	-10	-5
C=CCn1c(SCC(=O)Nc2cc(C)on2)nc2sc(CC)cc2c1=O	0	-9	.	0.3	2	72*	-13	-1	4
Cc1c(Cl)cccc1N1C(=O)c2ccccc2C1=O	-18	12	11	1.1	16	-10	-7	-5	-3
Cc1cc(C(=O)Cn2nnc3ccccc3c2=O)c(C)n1-c1ccccc1F	7	2	5	1	-7	4	-8	0	5
CCCCOc1ccc(C(=O)Nc2ccc(N3CCN(C(=O)C(C)C)CC3)cc2)cc1	-1	3	-3	0.7	2	32	-16	-9	-3
Cc1ccc(C)c(SCC(=O)Nc2nnc(-c3ccccc3)o2)c1	-3	14	6	0.6	0	37	-8	7	5
OC(COc1ccc(OCC(O)CN2CCCCCC2)cc1)CN1CCCCCC1 (stereo not drawn)	-4	0	4	1	2	1	-10	15	4
